AmpC detergent – inhibitors of E. coli AmpC beta-lactamase with detergent; P00811; AmpC hydrolysis of nitrocefin, absorbance 480 nm, 0.01% Triton; Potency, µM (titrated, usually from 114 µM), inactives show at the top dose activity change, negative = inhibition, actives largely listed as inhibitors; hit rate 0.041% among 370,000; AID 485294;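 also: potency is read from the fitted curve at half-maximal effect; 0% = no-compound wells and -100% = no-enzyme wells; nearly all actives have a fitted effect of over 25% in size; some results filed as inactive show a strong effect at the top dose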
Target sequence (P00811 whole entry, looked up): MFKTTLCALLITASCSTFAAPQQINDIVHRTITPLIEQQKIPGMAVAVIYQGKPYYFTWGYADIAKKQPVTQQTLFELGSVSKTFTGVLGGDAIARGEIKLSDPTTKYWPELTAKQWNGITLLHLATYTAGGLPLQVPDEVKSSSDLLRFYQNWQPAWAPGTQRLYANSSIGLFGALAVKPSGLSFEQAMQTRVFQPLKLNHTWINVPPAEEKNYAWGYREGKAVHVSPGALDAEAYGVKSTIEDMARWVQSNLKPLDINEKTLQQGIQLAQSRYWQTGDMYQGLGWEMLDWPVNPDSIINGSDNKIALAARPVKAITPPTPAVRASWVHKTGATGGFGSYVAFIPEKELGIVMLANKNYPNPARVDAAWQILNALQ
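20 mM phosphate pH 7.0 + 0.01% (detergent screen) or 0.0001% Triton X-100; 5.3 nM AmpC reagent; cpd preinc 15 min RT; nitrocefin (800 uM stock) to start; A480 q20 s × 4 min; Activity was normalised to no-enzyme and no-compound control wells.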
HCMV antiviral – inhibitors of human cytomegalovirus. activity change, negative = inhibition, % at 57.5 µM. hit rate 4.5% among 410,000. HFF cells, HCMV-luciferase reporter, 72 h; hits give low values; in the data active = activity change below about -60%; inconclusive = no clear call, values can overlap the other calls; inactive = above about -39%
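Screen run at 2 compound doses on HFFs infected with reporter HCMV, MOI 1 PFU/cell. Luciferase activity from cell lysates at 72 h post infection gave inhibition relative to buffer-only and Salinomycin wells.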
TbPYK inhibitor – inhibitors of Trypanosoma brucei pyruvate kinase; Q57TT1; TbPYK enzyme, Kinase-Glo Plus ATP luminescence, 45 min; Potency, µM (highest dose often 76.8 µM), for the others: top-dose activity, negative = inhibition, actives largely listed as inhibitors; hit rate 0.12% among 410,000; AID 624173; also: potency is read from the fitted curve at half-maximal effect; nearly all actives have a fitted effect of over 50% in size
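Readout: single end-point luminescence (Kinase-Glo Plus, 10 min). Reaction conditions were TbPYK/substrate plus 130 uM ADP, 45 min at RT, pH 7.2 TEA buffer. No-enzyme wells served as controls, and data were normalized before concentration-response fitting.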
LmPK inhibitor – blocks Leishmania mexicana pyruvate kinase activity. hit rate 0.37% among 290,000. purified LmPK, Kinase-Glo ATP luminescence, 1 h. Potency, µM (series often up to 57.5 µM), inactives show at the highest dose activity change, negative = inhibition, hits mostly inhibitors. Q27686; also: potency is read from the fitted curve at half-maximal effect
Target sequence (Q27686 whole entry, looked up): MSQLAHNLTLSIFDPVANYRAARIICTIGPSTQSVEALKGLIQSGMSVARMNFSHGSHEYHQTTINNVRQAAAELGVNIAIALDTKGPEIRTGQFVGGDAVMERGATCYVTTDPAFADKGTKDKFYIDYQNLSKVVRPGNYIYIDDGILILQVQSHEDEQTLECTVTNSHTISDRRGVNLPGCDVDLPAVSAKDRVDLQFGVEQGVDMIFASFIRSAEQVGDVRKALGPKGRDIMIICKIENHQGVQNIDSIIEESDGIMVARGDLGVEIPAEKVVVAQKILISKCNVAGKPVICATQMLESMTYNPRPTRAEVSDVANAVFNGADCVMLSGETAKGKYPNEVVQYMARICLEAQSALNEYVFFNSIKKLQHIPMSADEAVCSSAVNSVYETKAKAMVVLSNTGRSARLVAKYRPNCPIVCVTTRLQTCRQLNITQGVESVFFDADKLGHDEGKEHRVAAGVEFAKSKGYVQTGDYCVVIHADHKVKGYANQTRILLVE
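0.1 nM LmPK, 0.5 mM PEP, 0.1 mM ADP; 50 mM imidazole pH 7.2, 7 mM MgCl2, 50 mM KCl; 1 h RT. Kinase-Glo luminescence readout, normalized to no-enzyme (full inhibition) and uninhibited wells.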
AmpC inh no detg – AmpC beta-lactamase inhibition without detergent; hit rate 0.52% among 330,000; P00811; Potency, µM (series often up to 57.1 µM), without a hit: top-dose activity change, negative = inhibition, hits mostly inhibitors; AmpC nitrocefin hydrolysis, absorbance 480 nm, 0.0001% Triton;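 also: potency is read from the fitted curve at half-maximal effect; plate controls were no compound for no effect and no enzyme for full effect; nearly all actives have a fitted effect of over 20% in size; some results filed as inactive show a strong effect at the top dose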
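20 mM phosphate pH 7.0 + 0.01% (detergent screen) or 0.0001% Triton X-100; 5.3 nM AmpC reagent; cpd preinc 15 min RT; nitrocefin (800 uM stock) to start; A480 q20 s × 4 min; Activity was normalised to no-enzyme and no-compound control wells.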
AMA1-RON2 inh – disrupts binding of P. falciparum AMA1 to RON2; Potency, µM (highest dose often 58.2 µM), without a hit: at the top dose activity change, negative = inhibition, most hits filed as inhibitors; AID 720542; AlphaScreen AMA1-biotinylated RON2 peptide binding; hit rate 0.2% among 360,000;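 also: potency is read from the fitted curve at half-maximal effect; 0% = vehicle wells and -100% = peptide control; nearly all actives have a fitted effect of over 45% in size; some results filed as inactive show a strong effect at the top dose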
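AMA1 (3D7) with his tag at 25 nM final met compounds first, then biotinylated RON2 peptide at 25 nM; detection used donor plus acceptor beads, 10 µg/mL apiece, read by AlphaScreen after 30 min at room temperature.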
Sm TGR block – S. mansoni TGR enzyme inhibition. Q962Y6. purified TGR, DTNB reduction, TNB absorbance 405 nm. Potency, µM (top dose mostly 114 µM), for the others: top-dose activity change, negative = inhibition, hits mostly inhibitors. hit rate 3% among 360,000. AID 485364; also: potency is read from the fitted curve at half-maximal effect; nearly all actives have a fitted effect of over 60% in size
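TGR 20 nM + NADPH 100 uM (dispensed conc.), cpd preinc 15 min RT; start with NADPH (500 uM addition) then DTNB (15 mM addition). Kinetic TNB absorbance, 405 nm filter. Four-parameter Hill fit across titration.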
The depositor's hits bear a star; ? = inconclusive; · = not tested or not shown; & = joins results of further samples; [ ] = dose if it differs, or a comment. Unless noted, calls follow the shape of the dose curve; as a rule, active = well fitted curve in the direction sought with a large enough effect; inconclusive = small, poorly fitted or top-dose-only effect, or another doubt; inactive = no such curve, though single readings can be large; an effect the other way counts as inactive or inconclusive. Unless noted, % is scaled to controls: 0 for no effect and ±100 for the full control effect.

Letter code – A = AmpC detergent; B = HCMV antiviral; C = TbPYK inhibitor; D = LmPK inhibitor; E = AmpC inh no detg; F = AMA1-RON2 inh; G = Sm TGR block
> CCOC(=O)Nc1ccc(NC(=O)c2c(OC)cccc2OC)cc1
  A = -14%	B = 15	C = 2%	D = 1%	E = -8%	F = -9%	G = -3%

> CCOc1ccc(OCCN(C)Cc2ccccc2)cc1
  A = 4%	B = 17	C = 12%	D = -5%	E = 3%	F = -23%	G = -17%

> O=C(CSc1nnc(-c2ccncc2)n1Cc1ccccc1)NC1CCCc2ccccc21 (stereo not drawn)
  A = -3%	B = -38	C = 2%	D = 1%	E = 115%[activator]	F = -9%	G = 6%

> CSc1ccc(CN(C)C(=O)c2cc(=O)c3ccccc3o2)cc1
  A = -8%	B = -22	C = 0%	D = -1%	E = 22%	F = 9%	G = 0%

> CCCN(C(=O)CSc1nc2ccccc2n1CC)C1CCS(=O)(=O)C1 (stereo not drawn)
  A = 5%	B = 4	C = -1%	D = -7%	E = -26%	F = -7%	G = -7%

> CCSc1nnc(-c2ccc(S(=O)(=O)N3CCOCC3)cc2)n1CC1CCCO1 (stereo not drawn)
  A = -13%	B = -3	C = -8%	D = -2%	E = -5%	F = -9%	G = -30%

> COC(=O)[C@@]12CCCN1[C@H](c1ccc(-c3ccccc3)cc1)[C@@H]1C(=O)N(C)C(=O)[C@@H]12
  A = -11%	B = -19	C = -2%	D = ·	E = 77%[activator]	F = 1%	G = -19%

> CCCn1c(SCC(=O)N(C)CC(=O)Nc2ccc(C)cc2)n[nH]c1=O
  A = 5%	B = -21	C = -5%	D = ·	E = -20%	F = 3%	G = -2%

> CC(C)(C)c1ccc(C2(C)NC(=O)NC2=O)cc1 (stereo not drawn)
  A = -11%	B = -34	C = -1%	D = 8%	E = -9%	F = 1%	G = 2%

> COc1ccc(/C=C/c2c([N+](=O)[O-])c(=O)n(C)c(=O)n2C)cc1OC
  A = 1%	B = -33	C = -14%	D = 2%	E = -22%	F = 13%	G = 8%

> CCOC(=O)N1CCC(NC(=O)c2ccc3c(c2)N(Cc2cc(C)ccc2C)C(=O)c2ccccc2S3(=O)=O)CC1
  A = 4%	B = -12	C = 3%	D = ·	E = ·	F = ·	G = 5%

> COc1ccc(N(C)S(=O)(=O)c2cccc(C(=O)NC3CCCC(C)C3C)c2)cc1 (stereo not drawn)
  A = ?	B = -32	C = -8%	D = ·	E = -20%	F = -13%	G = 2%

> Cc1ccc(NC(=O)C2(N3CCC3=O)CCCCC2)cc1
  A = -3%	B = -28	C = 3%	D = -3%	E = -8%	F = -2%	G = -1%

> CCN(CC(=O)Nc1cccc(Br)c1)Cc1nc2ccccc2c(=O)[nH]1
  A = -12%	B = -13	C = -7%	D = -1%	E = -33%	F = 50%[activator]	G = 1%

> COc1ccc(OC)c(Cc2nnc(CCC(=O)N3CCCCCC3)o2)c1
  A = -13%	B = -28	C = 1%	D = -7%	E = -7%	F = -6%	G = -4%

A different layout for 3 compounds above:
Every second line gives: AmpC detergent | HCMV antiviral | TbPYK inhibitor | LmPK inhibitor | AmpC inh no detg | AMA1-RON2 inh | Sm TGR block
CCOC(=O)Nc1ccc(NC(=O)c2c(OC)cccc2OC)cc1
 : -14% | 15 | 2% | 1% | -8% | -9% | -3%
COc1ccc(/C=C/c2c([N+](=O)[O-])c(=O)n(C)c(=O)n2C)cc1OC
 : 1% | -33 | -14% | 2% | -22% | 13% | 8%
Cc1ccc(NC(=O)C2(N3CCC3=O)CCCCC2)cc1
 : -3% | -28 | 3% | -3% | -8% | -2% | -1%

(list continues)
Letter code – A = AmpC detergent; B = HCMV antiviral; C = TbPYK inhibitor; D = LmPK inhibitor; E = AmpC inh no detg; F = AMA1-RON2 inh; G = Sm TGR block
> CC1CCN(Cc2ccc(-c3nnn(CC(=O)Nc4ccccc4Cl)n3)cc2)CC1
  A = -6%	B = -38	C = -2%	D = 2%	E = -18%	F = 3%	G = 1%

> NC(=S)COc1ccccc1
  A = 10%	B = -17	C = -2%	D = -7%	E = -7%	F = -2%	G = -6%

> CCOc1cc2c(cc1OCC)-n1cccc1C(c1ccc(F)cc1)NC2 (stereo not drawn)
  A = -7%	B = -16	C = 1%	D = 5%	E = 37%	F = ?	G = -6%

> O=Cc1ccc(N2CCCC2)c(F)c1
  A = -9%	B = 51	C = 1%	D = 1%	E = -7%	F = -23%	G = 0%

> CCOc1cc(CNCc2ccccn2)cc(Cl)c1OC
  A = 1%	B = -11	C = 0%	D = -3%	E = 1%	F = 5%	G = ·

> CN(C)c1ccc(/C=C(/NC(=O)c2ccccc2)C(=O)N2CCCC2)cc1
  A = -7%	B = -6	C = -3%	D = -4%	E = -5%	F = -11%	G = -7%

> COc1nc(-c2ccccc2)ccc1-c1noc(-c2ccccc2F)n1
  A = 0%	B = -10	C = -12%	D = 1%	E = -18%	F = 2%	G = 2%

> S=c1[nH]nc(COc2ccc(Cl)cc2)n1C1CCCCC1
  A = -1%	B = 64	C = ?	D = ?	E = -26%	F = 10%	G = -1%

> CCCCn1nnnc1C(c1ccccc1)N1CCN(c2cccc(C)c2C)CC1 (stereo not drawn)
  A = ·	B = -15	C = 2%	D = ·	E = ·	F = -9%	G = ·

> COc1ccc(C(=O)/C=C/Nc2cc(C)ccn2)cc1
  A = -4%	B = 10	C = -27%	D = 13µM*	E = -18%	F = 6%	G = 22%

> CCOc1ccc(CCNC(=O)COC(=O)c2ccc(OC)c(OC)c2OC)cc1OCC
  A = -10%	B = ?	C = 2%	D = 1%	E = -3%[11.4 µM]	F = 11%	G = -1%

> CCOc1ccc(N2C(=O)CC(Sc3nc(CC(C)C)ccc3C#N)C2=O)cc1 (stereo not drawn)
  A = 3%	B = -22	C = 2%	D = 6%	E = -26%	F = 33%[activator]	G = 0%

> Cc1ccc(-n2nc3c(=O)n(CCCC(=O)NCc4ccc(F)cc4)nc(C)c3c2C)cc1
  A = -1%&-2%	B = -13&-10	C = 3%&2%	D = -5%	E = 98%[activator]	F = 10%	G = 2%&0%

> CCCNC(=O)CN1C(=O)NC(Cc2c[nH]c3ccccc23)C1=O (stereo not drawn)
  A = ?	B = -13	C = 3%	D = 5%	E = -3%[11.4 µM]	F = 0%	G = 11%

> COc1cccc(C(C)(O)c2nc(-c3cccc(NC(C)=O)c3)cs2)c1 (stereo not drawn)
  A = ·	B = -37	C = 6%	D = ·	E = ·	F = -10%	G = ·

Rewritten as a markdown table: two of the compounds above
| SMILES | AmpC detergent | HCMV antiviral | TbPYK inhibitor | LmPK inhibitor | AmpC inh no detg | AMA1-RON2 inh | Sm TGR block |
| --- | --- | --- | --- | --- | --- | --- | --- |
| COc1cccc(C(C)(O)c2nc(-c3cccc(NC(C)=O)c3)cs2)c1 (stereo not drawn) | · | -37 | 6% | · | · | -10% | · |
| COc1nc(-c2ccccc2)ccc1-c1noc(-c2ccccc2F)n1 | 0% | -10 | -12% | 1% | -18% | 2% | 2% |

Next compounds:
Letter code – A = AmpC detergent; B = HCMV antiviral; C = TbPYK inhibitor; D = LmPK inhibitor; E = AmpC inh no detg; F = AMA1-RON2 inh; G = Sm TGR block
> O=S(=O)(Nc1cccc(-c2ccc(N3CCOCC3)nn2)c1)c1cc(Cl)ccc1Cl
  A = -17%	B = -33	C = 1%	D = ·	E = -23%	F = -9%	G = -1%

> CCOC(=O)[C@]12CCCC=C1N(Cc1ccc(Cl)cc1Cl)C(=O)[C@H](CC(=O)NCCCCc1ccccc1)C2
  A = ·	B = 11	C = 2%	D = ·	E = ·	F = -6%	G = ·

> Cc1coc2cc3oc(=O)c(CCC(=O)NC4CC4)c(C)c3cc12
  A = ?	B = -9	C = -18%	D = -8%	E = -2%	F = -2%	G = 0%

> O=c1oc2c(CN3CCN(CCO)CC3)c(O)ccc2cc1-c1ccccc1
  A = -1%	B = 48	C = -8%	D = ·	E = ·	F = ·	G = -5%

> C1=Nc2c(NCc3ccccc3)ncnc2Oc2ccccc21
  A = -13%	B = -12	C = -6%	D = 1%	E = -13%	F = 5%	G = 4%

> Cc1sc2ncnc(SCc3ccco3)c2c1C
  A = ?	B = ?	C = 2%	D = 1%	E = 22%	F = -4%	G = -23%

> CC(C)C(NC(=O)C1CCCCC1)C(=O)NC1CCCC(C)C1C (stereo not drawn)
  A = -8%	B = ·	C = -11%	D = 2%	E = -8%	F = -8%	G = 8%

> COc1ccc(Cl)cc1S(=O)(=O)Nc1ncn[nH]1
  A = -2%	B = -3	C = 2%	D = 2%	E = -10%	F = 2%	G = -10%

> Fc1ccc(-n2nnnc2-c2cnc(-c3cccs3)nc2C(F)(F)F)cc1
  A = -8%	B = -86*	C = -5%	D = -6%	E = -18%	F = -1%	G = -27%

> COc1cc(NC(=O)c2ccc(NC3=NC4CS(=O)(=O)CC4S3)cc2)cc(OC)c1OC (stereo not drawn)
  A = -6%	B = 7	C = 5%	D = -3%	E = -14%	F = 0%	G = 2%

> CN(CCOc1ccccc1)C(=O)CNC(=O)c1ccc(C(C)(C)C)cc1
  A = ?	B = -13	C = 0%	D = ·	E = 17%	F = 1%	G = 2%

> CCOc1ccc(-n2c(SCC(=O)NCc3ccco3)nc3c(c2=O)SCC3)cc1
  A = -18%	B = -33	C = -7%	D = 2%	E = -30%	F = 2%	G = 0%

> CC(C)c1ccc(C(CC(=O)O)N2Cc3ccccc3C2=O)cc1 (stereo not drawn)
  A = -3%	B = -20	C = 2%	D = 0%	E = -15%	F = -5%	G = -3%

> CCC(NC(=O)NC1=NCCS1)(C(F)(F)F)C(F)(F)F
  A = -9%	B = 2	C = 1%	D = -10%	E = 0%	F = -11%	G = -3%

> Cc1cccc(N2CCN(C(=O)Cn3c(=O)c4cccn4c4ccc(F)cc43)CC2C)c1 (stereo not drawn)
  A = 21%	B = 2	C = 0%	D = ·	E = ·	F = ·	G = ?

> C[C@@H]1C(c2cccc(Cl)c2)=NN(c2ccc(Br)cc2)[C@H]1C(=O)N1CCOC1=O
  A = ·	B = ·	C = 1%	D = ·	E = -40%	F = 87%[activator]	G = ·

> COc1cc(NC(=O)NCCn2nnc3cc(S(=O)(=O)N(C)C)ccc32)cc(OC)c1OC
  A = 9%	B = 7	C = -5%	D = ·	E = ·	F = ·	G = 1%

> COc1ccc2c(c1)CCC/C2=N\OC(=O)c1ccccc1F
  A = -15%	B = 45	C = -3%	D = -4%	E = -10%	F = 9%	G = -1%
